# Epigenetic reg = derepresses silenced GFP reporter in murine cells; Potency, µM (highest dose often 53.9 µM), for inactives: top-dose GFP activation, actives largely listed as activators; 0.2% of 280,000 active; AID 1865; murine LDR cells, GFP reporter derepression, 30 h; further: potency means the concentration at half of the fitted maximal effect; % of control where 0% means no effect; nearly all actives have a fitted effect of over 60% in size
#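 Reporter derepression read as number of fluorescent GFP-positive objects, 20-120 um in size, counted by laser-scanning cytometer. Mouse LDR line with an epigenetically silenced CMV-GFP locus; compound incubation 30 h, 37 C.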
# NPSR antagonist = neuropeptide S receptor (human) antagonism, cAMP; Q6W5P4; CHO-NPSR cells, cAMP TR-FRET, antagonist mode; Potency, µM (highest dose often 38.3 µM), for the others: at the highest dose activity change, negative = inhibition, actives largely listed as inhibitors; 1% of 220,000 active; further: potency means the concentration at half of the fitted maximal effect; on the % scale 0 is the no-effect control and ±100 the full control effect; nearly all actives have a fitted effect of over 50% in size; many of its hits are not listed in these tables
# Target sequence (Q6W5P4 whole entry, looked up): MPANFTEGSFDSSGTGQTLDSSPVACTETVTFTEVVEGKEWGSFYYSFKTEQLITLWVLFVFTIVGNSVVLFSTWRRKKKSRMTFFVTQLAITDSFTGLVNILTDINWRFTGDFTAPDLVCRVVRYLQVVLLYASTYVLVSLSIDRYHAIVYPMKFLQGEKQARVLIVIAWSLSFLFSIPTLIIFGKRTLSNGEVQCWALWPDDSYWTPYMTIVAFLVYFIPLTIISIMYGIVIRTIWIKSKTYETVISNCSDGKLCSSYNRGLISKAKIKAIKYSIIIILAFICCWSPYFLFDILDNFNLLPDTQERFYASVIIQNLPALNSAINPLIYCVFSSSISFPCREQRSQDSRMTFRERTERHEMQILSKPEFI
# GLA spleen mod = inhibits or activates alpha-galactosidase in human spleen homogenate. P06280. human spleen homogenate, 4MU-alpha-Gal fluorescence, 40 min. Potency, µM (titrated, usually from 80 µM), for inactives: at the top dose activity change, negative = inhibition, actives largely listed as inhibitors. 0.008% of 240,000 active;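 further: potency means the concentration at half of the fitted maximal effect; 0% = enzyme with vehicle and -100% = no enzyme basal signal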
# Target sequence (P06280 32-429 limits assumed): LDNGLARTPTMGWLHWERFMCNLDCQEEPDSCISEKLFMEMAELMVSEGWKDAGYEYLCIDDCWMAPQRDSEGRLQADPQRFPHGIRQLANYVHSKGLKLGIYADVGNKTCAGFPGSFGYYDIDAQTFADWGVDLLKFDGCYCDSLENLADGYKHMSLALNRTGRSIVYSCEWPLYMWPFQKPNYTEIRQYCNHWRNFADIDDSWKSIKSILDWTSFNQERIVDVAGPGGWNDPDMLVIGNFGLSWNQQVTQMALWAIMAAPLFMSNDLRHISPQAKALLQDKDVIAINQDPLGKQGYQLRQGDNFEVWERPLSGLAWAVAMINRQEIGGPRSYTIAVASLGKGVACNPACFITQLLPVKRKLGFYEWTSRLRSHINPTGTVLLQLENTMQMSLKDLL
#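 Human spleen homogenate (1 ug) was the enzyme source, with 4-methylumbelliferyl-alpha-D-galactopyranoside (1 mM final) in pH 5.0 citrate buffer with 0.01% Tween-20. Compounds were titrated; after 40 min at 37C, NaOH/glycine stop, 4-MU fluorescence read; AC50 from Hill fits.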
# CBFb RUNX1 block = CBF-beta/RUNX1 interaction disruption. AlphaScreen CBFb-His/RUNX1-biotin binding, biochemical. Potency, µM (series often up to 59.8 µM), for the others: at the top dose activity, negative = inhibition, actives largely listed as inhibitors. 230,000 tested, under 10 active. AID 1477; further: % of control where 0% means no effect
#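 Read-out: AlphaScreen. Format: His-CBF-beta with biotinylated RUNX1 (30 nM each) preincubated 20 min, compound 15 min, Ni-chelate plus streptavidin beads 90 min; room temperature throughout.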
# Tau fluor cs = counter-screen for tau fibril formation inhibitors | tau K18 P301L (four-repeat tau fragment) Alexa594 fluorescence, heparin fibrillization | Potency, µM (highest dose often 57.7 µM), for inactives: at the top dose activity change, negative = decrease | 0.93% of 280,000 active | AID 1463; further: potency means the concentration at half of the fitted maximal effect; on the % scale 0 is the no-effect control and ±100 the full control effect; nearly all actives have a fitted effect of over 55% in size
#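 Human K18 P301L tau (15 uM unlabeled plus 0.24 uM Alexa 594-labeled, final) in 100 mM sodium acetate pH 7 was mixed with compound and 20 uM heparin and incubated 6 hr at 37 C.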
# TRb SRC2 PPI = inhibitors of human thyroid hormone receptor beta-SRC2 interaction; AID 1469; 0.065% of 280,000 active; TRbeta-SRC2 peptide binding, fluorescence polarization; receptor liganded with 1 µM T3; Potency, µM (highest dose often 106 µM), for inactives: at the top dose activity change, negative = inhibition, actives largely listed as inhibitors; P10828;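 further: potency means the concentration at half of the fitted maximal effect; plate controls were bound peptide for no effect and peptide without receptor for full effect; nearly all actives have a fitted effect of over 50% in size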
#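 Assay buffer: 20 mM Tris-HCl, 100 mM NaCl, 10% glycerol, 1 mM EDTA, 0.01% NP-40, 1 mM DTT, 1 uM T3, 5% DMSO; TRb LBD 0.6 uM, Texas Red SRC2 20 nM; FP after 5 hr.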
# Tau fibril FP = tau fibrillization inhibition (FP) | K18 P301L tau heparin fibrillization, Alexa594 FP, 6 h | Potency, µM (highest dose often 57.7 µM), inactives show at the top dose activity, negative = inhibition, actives largely listed as inhibitors | 0.39% of 280,000 active | AID 1468; further: potency means the concentration at half of the fitted maximal effect; on the % scale 0 is the no-effect control and ±100 the full control effect; nearly all actives have a fitted effect of over 55% in size
# Target sequence (P10636 561-689 P618L limits assumed): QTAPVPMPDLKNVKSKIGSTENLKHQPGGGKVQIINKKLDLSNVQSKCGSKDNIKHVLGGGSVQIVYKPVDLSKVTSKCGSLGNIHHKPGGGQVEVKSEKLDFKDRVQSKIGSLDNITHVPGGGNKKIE
#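 Read-out: fluorescence polarization of Alexa 594-labeled tau (0.24 uM), 555 nm excitation, 632 nm emission. Mixtures held 15 uM unlabeled K18 P301L, compound and 20 uM heparin, pH 7 acetate buffer, incubated 6 hr at 37 C.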
# TR SRC2 fluor cs = Texas Red fluorescence interference in TRb-SRC2 counter-screen. TRb/SRC2 Texas Red total fluorescence interference. Potency, µM (highest dose often 106 µM), for the others: at the highest dose fluorescence change, negative = quenching. 0.29% of 280,000 active; active means well fitted curve in either direction with a large enough effect; inconclusive means small, poorly fitted or top-dose-only effect; further: potency means the concentration at half of the fitted maximal effect; on the % scale 0 is the no-effect control and ±100 the full control effect
#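 Human TRb ligand-binding domain at 0.6 uM with 20 nM Texas Red SRC2 peptide in Tris buffer containing 1 uM T3 and 5% DMSO, incubated with compound 5 h at ambient temperature. Total fluorescence (555/632 nm) calculated as parallel + 2 × perpendicular.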
# * marks the source's active call; other numbers are inactive results; u = inconclusive; x = not tested or not shown; & = joins results of further samples; [ ] = another dose, or the depositor's remark. Unless noted, the call rests on the fitted dose curve; in most records, active means well fitted curve in the direction sought with a large enough effect; inconclusive means small, poorly fitted or top-dose-only effect, or another doubt; inactive means no such curve, though single readings can be large; an effect the other way counts as inactive or inconclusive. Only part of the results is shown, so the mix of outcomes need not match the whole.
SMILES,Epigenetic reg,NPSR antagonist,GLA spleen mod,CBFb RUNX1 block,Tau fluor cs,TRb SRC2 PPI,Tau fibril FP,TR SRC2 fluor cs
CCC(C)NC(=O)c1cc(Sc2nnc(C)s2)nc2ccccc12 (stereo not given),0.0%,-1%[46.1 µM],-1%,8%,-1%,0%,7%,-1%
Cc1cccc(N2CCN(C(=O)C3CCN(S(=O)(=O)c4cn(C)cn4)CC3)CC2)c1C,-5.0%,x,x,x,-1%,12%,-8%,-2%
Cc1cc(OCC(=O)Nc2ccc(OCc3ccccc3)cc2)nc(C(C)C)n1,-2.3%,-12%[46.1 µM],8%,2%,-25%,-13%,-10%,-1%
CSc1nc2nc3c(cc2c(=O)n1-c1ccccc1C)CCCC3,0.4%,-38%,-3%,5%,-2%,-2%,-3%,-1%
Clc1ccccc1-c1nnc2sc(-c3ccccn3)nn12,0.0%,-23%,-9%,-3%,-6%,-6%,-1%,0%
CCc1c(C(=O)Nc2ccc(S(=O)(=O)N3CCOCC3)cc2)csc1C,0.1%,-12%[46.1 µM],13%,15%,u,-17%,u,-3%
COc1ccc(-c2cc(C(=O)N3CC4(C)CC3CC(C)(C)C4)no2)cc1 (stereo not given),0.7%,-18%[46.1 µM],5%,-1%,-8%,0%,10%,-2%
CC(=O)Nc1nc2n(n1)C(c1ccc(F)cc1)C=C(c1ccccc1)N2 (stereo not given),-1.8%,26%[46.1 µM],5%,-1%,-6%,-2%,-12%,-5%
CCOC(=O)C1=C(C)N=C2SCCC(=O)N2C1c1ccc(OC)cc1 (stereo not given),2.1%,-3%,6%,5%,4%,-4%,-8%,0%
Cc1ccc(NC(=O)c2cnc3ccccc3n2)cc1C,7.7%,3%,9%,6%,-16%,4%,-12%,1%
Cc1cc(C)cc(NC(=O)CSc2nc3c(c(=O)[nH]2)CN(Cc2ccc(F)cc2)CC3)c1,-2.1%&-0.1%,-20%,-2%,-4%,-6%&-11%,-4%&-1%,6%&9%,u
COCCNC(=O)Cn1cnc2c1c(=O)n(C)c(=O)n2C,-0.7%,8%[46.1 µM],-3%,6%,-4%,-8%,4%,-7%
c1cnc2c(-c3nccc4c3[nH]c3ccccc34)cccc2c1,0.0%,x,-7%,-13%,-14%,4%,-1%,-1%
COc1ccc(CCn2nnnc2C(CC(C)C)N2CCN(c3ncccn3)CC2)cc1OC (stereo not given),1.4%,-4%[46.1 µM],5%,-1%,-4%,-18%,-11%,-2%
C[N+](C)(CCCCCC[N+](C)(C)CCCN1C(=O)c2ccccc2C1=O)CCCN1C(=O)c2ccccc2C1=O,0.0%&-0.4%,x,-2%&0%,12%,0%&-3%,-12%&-6%,-5%&-6%,2%&0%
COc1cccc(/C=C/C(=O)OCC(=O)Nc2cccc(S(=O)(=O)N(C)C)c2)c1,0.1%,3%,-1%,-7%,-9%,0%,2%,2%
Cc1ccc(Cl)cc1NC(=O)Cn1c(=O)n(C(C)C)c(=O)c2oc3ccccc3c21,1.0%,x,x,x,-7%,8%,-3%,-2%
N/C(CS(=O)(=O)c1ccc(F)cc1)=N\O,4.3%,-7%,0%,14%,-5%,-7%,0%,-6%
Nc1nnc(CC(=O)N/N=C\c2ccc(-c3cccc(Cl)c3)o2)s1,-1.1%,-8%,3%,-11%,-10%,5%,-8%,-5%
O=C1C(=O)N(C2CCN(C(=O)c3ccccc3Cl)CC2)CCN1Cc1ccc(F)cc1,-2.5%,x,x,x,-1%,2%,6%,-1%
CC(=O)c1cccc(NC(=O)CCCSc2nc(-c3ccco3)cc(C(F)(F)F)n2)c1,-1.0%,x,x,x,u,2%,-10%,-1%
O=C(NCc1cccnc1)/C(=C/c1ccc(-c2ccc(Cl)cc2)o1)S(=O)(=O)c1ccccc1,1.0%,10µM*,-3%,0%,17%,-1%,u,0%
O=C(CN1C(=O)CSc2ccc(S(=O)(=O)N3CCCC3)cc21)NCc1ccccc1Cl,-1.5%,x,x,x,-23%,-4%,1%,-3%
O=C(CCc1c[nH]c2ccccc12)NCC(=O)Nc1ccc(F)c(F)c1F,-0.4%,-8%,0%,-5%,-7%,-3%,10%,-2%
CN(C)S(=O)(=O)c1ccc(-c2ccccc2)cc1,-0.4%,6%[46.1 µM],0%,15%,-4%,3%,1%,-2%
CC(=O)[C@H](CC(C)C)NC(=O)[C@@H](CC(C)C)NC(=O)[C@H](CC(C)C)NC(=O)OCc1ccccc1,5µM*,x,17%,4%[21.7 µM],-8%,4%,-2%,-2%
CCOc1ccc(CCNC(=O)CCC(=O)Nc2ccc3nc(N4CCN(C)CC4)cc(C)c3c2)cc1OCC,1.1%,-5%,7%,-1%,-20%,-7%,4%,-1%
O=C(O)/C=C/c1ccccc1Oc1ccc(Cl)cc1Cl,-0.4%,-3%,3%,u,8%,0%,u,-6%
CCOC(=O)N1CCN(C(=O)c2ccc(NS(=O)(=O)c3ccc(F)cc3)cc2)CC1,-7.7%,-14%,5%,12%,5%,-14%,3%,-1%
O=C(Nc1ccc(C(F)(F)F)cc1)C1(c2ccccc2)CC1,-1.1%,17%,11%,-11%,-12%,1%,-3%,u

# In the list so far, 3 contain an NH in an aromatic ring.
SMILES,Epigenetic reg,NPSR antagonist,GLA spleen mod,CBFb RUNX1 block,Tau fluor cs,TRb SRC2 PPI,Tau fibril FP,TR SRC2 fluor cs
Cc1cc(C)cc(NC(=O)CSc2nc3c(c(=O)[nH]2)CN(Cc2ccc(F)cc2)CC3)c1,-2.1%&-0.1%,-20%,-2%,-4%,-6%&-11%,-4%&-1%,6%&9%,u
c1cnc2c(-c3nccc4c3[nH]c3ccccc34)cccc2c1,0.0%,x,-7%,-13%,-14%,4%,-1%,-1%
O=C(CCc1c[nH]c2ccccc12)NCC(=O)Nc1ccc(F)c(F)c1F,-0.4%,-8%,0%,-5%,-7%,-3%,10%,-2%

# The results go on:
SMILES,Epigenetic reg,NPSR antagonist,GLA spleen mod,CBFb RUNX1 block,Tau fluor cs,TRb SRC2 PPI,Tau fibril FP,TR SRC2 fluor cs
CCCCN(C(=O)Cn1nnc2ccccc21)C(C(=O)NCCOC)c1cccs1 (stereo not given),-1.2%,-5%[46.1 µM],20%,15%,-7%,-2%,-14%,-1%
CC(=O)Nc1ccc(NC(=O)C2CCN(C(=O)c3cccs3)CC2)cc1,2.1%,0%,-7%,-5%,5%,2%,2%,-4%
NNC(=O)c1ccc(COCC(F)(F)C(F)F)cc1,-1.0%,-15%,3%,2%,-6%,-4%,7%,-5%
O=C(CC12CC3CC(CC(C3)C1)C2)NCc1ccncc1,0.8%,1%[46.1 µM],2%,0%,-6%,-4%,1%,-1%
O=S(=O)(N/N=C\C=C\c1ccccc1)c1ccc(Br)cc1,0.8%,-14%[46.1 µM],-4%,-6%,-23%,-3%,0%,-1%
COc1ccc([C@@H]2CC(=O)c3c(O)cc(O[C@@H]4O[C@H](CO[C@@H]5O[C@@H](C)[C@H](O)[C@@H](O)[C@H]5O)[C@@H](O)[C@H](O)[C@H]4O)cc3O2)cc1,x,x,-2%,2%,x,-3%,x,-1%
CC(=O)NC(CCS(C)(=O)=O)C(=O)N1CCc2ccccc21 (stereo not given),0.9%,-5%[46.1 µM],-4%,10%,4%,0%,1%,-4%
CCc1ccc(Nc2nnc(-c3cc4cc(OC)ccc4oc3=O)s2)cc1,16µM*,x,x,x,-3%,-1%,11%,u
Cc1cc(N2CCN(C(=O)c3ccco3)CC2)nc(-c2ccccc2)n1,-1.6%,-29%[46.1 µM],-5%,2%,-13%,9%,-5%,1%
CCSc1nc(-c2ccc(OC)cc2)cc(-c2ccccc2)c1C#N,-0.7%,-25%[46.1 µM],3%,1%,-29%,2%,u,-2%
O=C(CNC(=S)N(Cc1ccc(F)cc1)C1CCCCC1)NC1CC1,-0.8%,-19%[46.1 µM],1%,-1%,-12%,-4%,0%,-3%
CN(C)S(=O)(=O)N1CCN(C(=O)N2CCCCCC2)CC1,0.8%,0%[46.1 µM],5%,8%,-2%,-2%,3%,-1%
NC(=O)CC(NC(=O)Cc1cccc2ccccc12)c1ccc(NCCOc2ccccc2)c([N+](=O)[O-])c1 (stereo not given),u,-26%,0%,0%,u,1%,-13%,0%
CCCC(=O)NCCc1cc2c(C)ccc(C)c2[nH]c1=O,-1.0%,7%,6%,5%,-2%,-1%,4%,-1%
CCCCC1=NN2CCS(=O)(=O)N=C2S1,1.4%,10%,-3%,1%,10%,-5%,0%,-1%
Cc1cccc(N2CCN(C(=O)Cn3ncc4c3-c3ccccc3OC4)CC2)c1C,0.0%,x,x,x,-21%,3%,1%,-11%
O=C(COc1ccccc1F)NC1CC(=O)N(c2ccc3c(c2)OCCO3)C1 (stereo not given),0.5%,x,x,x,-3%,-5%,0%,0%
COC(=O)c1ccc(CSCC(=O)Nc2cc(OC)cc(OC)c2)o1,-0.7%,-5%[46.1 µM],-1%,-7%,-8%,-13%,-6%,-1%
Cc1nnc(SCCn2c(N3CCC(Cc4ccccc4)CC3)nc3c2c(=O)[nH]c(=O)n3C)s1,0.0%,-37%,-1%,3%,-12%,4%,0%,-5%
Cc1cccc2c1-c1sc(C(=O)Nc3ccccc3N3CCN(C)CC3)cc1CO2,0.1%,u,14%,u,-28%,-5%,4%,0%
CCC(Sc1ncnc2c1c(-c1ccccc1)cn2-c1ccc(OC)cc1)C(=O)OC (stereo not given),-1.0%,-37%,-2%,5%,-11%,-3%,-5%,-2%
O=C(N/N=C/c1ccc2c(c1)OCO2)c1cccs1,0.0%,11%,-6%,5%,-5%,-1%,5%,0%
CCN(C(=O)CSc1nnnn1-c1ccccc1)C1CCS(=O)(=O)C1 (stereo not given),-3.4%,4%,11%,9%,8%,-3%,8%,-2%
COc1ccc(-c2nc(C#N)c(NC(C)c3ccccc3)o2)cc1OC (stereo not given),-0.8%,-23%[46.1 µM],8%,-8%,u,2%,4%,-4%
Cc1nnc2c(Nc3cccc(O)c3)nc3ccccc3n12,9.3%,x,x,x,-6%,0%,-3%,-2%

# Screening results as filed in PubChem BioAssay.
